# TbREL1 inh – TbREL1 inhibition, primary screen; TbREL1 RNA ligation, FRET fluorescence; inhibition, % at 9.66 µM; 89,000 compounds, 0.49% hits;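 active = inhibition above the mean inhibition across all screened compounds plus 3 SD, cut at about 11% in these data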;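 note: 0% = plate median of test wells and 100% = NSC42067 control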
# Target sequence (P86926 whole entry, looked up): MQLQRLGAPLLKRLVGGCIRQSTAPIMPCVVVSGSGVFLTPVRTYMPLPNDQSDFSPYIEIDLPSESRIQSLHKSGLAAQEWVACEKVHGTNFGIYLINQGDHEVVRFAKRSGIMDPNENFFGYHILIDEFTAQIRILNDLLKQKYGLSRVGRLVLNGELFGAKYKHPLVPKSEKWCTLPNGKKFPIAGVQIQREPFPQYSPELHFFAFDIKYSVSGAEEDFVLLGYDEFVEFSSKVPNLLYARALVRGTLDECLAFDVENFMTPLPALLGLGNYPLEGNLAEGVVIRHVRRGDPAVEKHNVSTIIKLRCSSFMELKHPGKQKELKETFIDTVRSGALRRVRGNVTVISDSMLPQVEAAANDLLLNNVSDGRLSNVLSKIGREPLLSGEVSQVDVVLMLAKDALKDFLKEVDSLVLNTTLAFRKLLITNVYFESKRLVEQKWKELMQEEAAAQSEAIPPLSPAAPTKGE
# * marks the source's active call; other numbers are inactive results. An excerpt. The share of hits here may be higher or lower than overall.
item	Molecule	TbREL1 inh
1	CC1(C(=O)Nc2ccc(Cl)c(C(F)(F)F)c2)Cc2c(-c3ccc(C(N)=O)cc3)ccnc2O1 (stereo unspecified)	0
2	Cc1ccc(C2CC(C(F)(F)F)n3nc(C(=O)NCc4ccco4)cc3N2)cc1 (stereo unspecified)	4
3	O=C(Cn1c(=O)oc2cc(S(=O)(=O)N3CCCCCC3)ccc21)NC1CCCCCCC1	-6
4	Cc1cccc(CSc2nnc(C)c(=O)n2N)c1	0
5	CCOc1ccc(NC(=O)CN(Cc2ccccc2)S(C)(=O)=O)cc1	6
6	CN(C)CCCN(C(=O)c1cc(-c2cccs2)nc2ccccc12)c1nc2ccc(F)cc2s1	2
7	CC1CCC(NC(=O)Cn2c(=O)oc3ccccc32)CC1 (stereo unspecified)	6
8	COC(=O)[C@@]12CCCCC3=C1N(CCC3)C(=O)[C@H]2CC(=O)NCC1CCCCC1	-3
9	CC1CCCCN1S(=O)(=O)c1ccc2c(c1)CCN2C(=O)C1CCC1 (stereo unspecified)	-1
10	CCOC(=O)C1(C)C=C(Nc2ccc(C)cc2)C(=O)N1c1ccc(C)cc1 (stereo unspecified)	-2
11	Cc1ccc(C[n+]2cc(-c3ccc(Cl)cc3)n3c2CCC3)cc1	8
12	Cc1cc(NC(=O)CSc2nc3ccsc3c(=O)n2NC(=O)c2ccccc2)no1	0
13	COc1ccc(OC)c(NC(=O)COC(=O)[C@H](Cc2ccccc2)NC(=O)c2ccco2)c1	-3
14	CCOC(=O)C1=C(CS(=O)(=O)c2ccccc2)NC(=O)NC1c1ccc(OC)c(OC)c1 (stereo unspecified)	-3
15	COCCNc1nc(SCc2ccccc2)nc2sc3c(c12)CCC3	1
16	CC1(C(=O)NC2CCCC2)CCN1C(=O)Cc1ccc(-c2ccccc2)cc1 (stereo unspecified)	-1
17	COc1ccccc1OC(=O)CN1C(=O)c2ccccc2C1=O	1
18	CNC(=S)N1CCN(CCNC2=CC(=O)CC(C)(C)C2)CC1	10
19	CN(C(=O)CC(NC(=O)c1ccccc1Cl)c1ccccc1)c1ccccc1 (stereo unspecified)	-2
20	O=C(c1ccc([N+](=O)[O-])cc1[N+](=O)[O-])N1CCN(C(=O)C2CCCO2)CC1 (stereo unspecified)	-1
21	COc1ccc(/C=C/C(=O)N2CCN(c3ccccn3)CC2)cc1	7
22	Cc1cccc(N2C(=O)CC(Sc3nc(C)c4c(n3)CCCC4)C2=O)c1 (stereo unspecified)	-3
23	CC1=C(C#N)C(Nc2ccc(Cl)cn2)(C(F)(F)F)C(=O)N1 (stereo unspecified)	-2
24	CNc1nc2c(N)ncnc2n1[C@H]1O[C@@H](CO)[C@H](O)[C@@H]1O	6
25	CN(/N=C\c1ccc(O)c(O)c1)c1nc(-c2ccccc2)cc(-c2ccccc2)n1	-5

# Three records drawn at random from those above:
item	Molecule	TbREL1 inh
2	Cc1ccc(C2CC(C(F)(F)F)n3nc(C(=O)NCc4ccco4)cc3N2)cc1 (stereo unspecified)	4
18	CNC(=S)N1CCN(CCNC2=CC(=O)CC(C)(C)C2)CC1	10
5	CCOc1ccc(NC(=O)CN(Cc2ccccc2)S(C)(=O)=O)cc1	6

# Arranged by the number under TbREL1 inh (rising): three from the list above
no. | SMILES | TbREL1 inh
3 | O=C(Cn1c(=O)oc2cc(S(=O)(=O)N3CCCCCC3)ccc21)NC1CCCCCCC1 | -6
8 | COC(=O)[C@@]12CCCCC3=C1N(CCC3)C(=O)[C@H]2CC(=O)NCC1CCCCC1 | -3
1 | CC1(C(=O)Nc2ccc(Cl)c(C(F)(F)F)c2)Cc2c(-c3ccc(C(N)=O)cc3)ccnc2O1 (stereo unspecified) | 0

# Additional entries follow.
item	Molecule	TbREL1 inh
26	CC(NC1c2ccccc2-c2ccccc21)c1ccccc1 (stereo unspecified)	1
27	CCC(=O)c1ccc(N2CCN(C(=O)c3ccc(F)cc3)CC2)c(F)c1	-1
28	CC(C)(C)C1CCNC(=O)CC1 (stereo unspecified)	3
29	Cc1ccc(-n2c(SCC(=O)Nc3ccc4c(c3)OCCO4)nnc2-c2cccnc2)cc1	0
30	Nc1nc(N2CCOCC2)n[nH]1	2
31	Cc1cnc(C(=O)OCc2ccc(COC(=O)c3cnc(C)cn3)cc2)cn1	-4
32	O=C(c1coc2ccc(O)cc12)C1CC1	0
33	Cc1ccc(NC(=O)c2c(C(F)(F)F)nn(C)c2Cl)cc1C	-2
34	CC(=O)C1=C(O)C(=O)N(Cc2cccnc2)C1c1ccc(C(C)C)cc1 (stereo unspecified)	-2
35	CN(Cc1ccccc1)c1nnc(N)s1	4
36	CN(c1cccnc1)c1ncnc2[nH]ncc12	4
37	COc1ccc([N+](=O)[O-])cc1NC(=O)Nc1cccc(Cl)c1	5
38	COc1ccc(-c2noc(C3CCCN(C(=O)NC4CCC(C)CC4)C3)n2)cc1 (stereo unspecified)	-3
39	COC(=O)c1oc2ccc(Br)cc2c1NC(=O)CCN1CCOCC1	-2
40	O=C(N/N=C/c1c[nH]c2ccccc12)c1cccs1	2
41	CCc1nc2c(OCc3ccc(C(F)(F)F)cc3)cccn2c1N(C)C(=O)c1ccco1	-2
42	Cn1c(SCC(=O)NC(C)(C)C)nnc1-c1ccc(C(C)(C)C)cc1	1
43	Brc1ccc(OCCCN2CCOCC2)cc1	3
44	CCC(=O)N1CCCc2cc(S(=O)(=O)N3CCC(N4CCCCC4)CC3)ccc21	-3
45	O=C(c1cc(C2CC2)nn1-c1ccccc1)N1CCN(S(=O)(=O)c2cccc(F)c2)CC1	-3
46	CCC(C)(C)NC(=O)C(c1cccn1C)N(Cc1ccccc1)C(=O)Cn1nnc2ccccc21 (stereo unspecified)	1
47	CCOC(=O)c1c(-c2ccccc2)n(C)c2ccc(O)cc12	1
48	CCN(C(=O)COC(=O)CC(C)c1ccccc1)c1c(N)n(Cc2ccccc2)c(=O)[nH]c1=O (stereo unspecified)	-1
49	O=C(N/N=C/c1cc(Br)ccc1O)c1ccccc1Cl	4
50	CCN(CC(=O)Nc1c(F)cccc1F)C(=O)/C=C/c1ccc2ccccc2n1	8
51	COc1ccc(C(=O)NCc2ccc3c(c2)OCO3)cc1S(=O)(=O)NCc1ccc(Cl)cc1	-1
52	N=C1c2ccccc2-c2ccccc21	6
53	O=[N+]([O-])c1ccccc1S(=O)(=O)N1CCc2ccccc2C1	2
54	Cc1ccc(C)c(-n2c(Cc3cc(=O)[nH]c(=O)[nH]3)nnc2SC(C)C)c1	-2
55	COC(CNC(=O)C(=O)NCC1CCCN1S(=O)(=O)c1cccs1)OC (stereo unspecified)	-1
56	COc1ccccc1/C=C/C=N/NC(=O)CCn1cnc2ccccc21	1
57	CC(C)(C)c1ccccc1NC(=O)COC(=O)CN1C(=O)NC2(CCCC2)C1=O	-2
58	Cc1ccc(S(=O)(=O)N2CCN(C(=O)CCCOc3ccc(Cl)cc3C)CC2)cc1	6
59	O=C1NC(=NCc2ccccc2)S/C1=C\c1ccccc1	0
60	Cc1c(-c2cc[n+]([O-])cc2)oc2ccc(Br)cc2c1=O	2
61	Cn1c(N)c(C(=O)COC(=O)COc2ccccc2C#N)c(=O)n(C)c1=O	4
62	CCOC(=O)N1CCN(C(=O)CSCC(=O)Nc2nc(-c3ccc(Cl)s3)cs2)CC1	-1
63	C=CCC[C@H](Cc1ccc(F)cc1)C(=O)OC[C@@H](Cc1c[nH]c2ccccc12)NC(=O)[C@@H](CC=C)CC(=O)N(CCO)Cc1ccccc1	-3
64	CN(C(=O)COC(=O)CNC(=O)c1sc2ccccc2c1Cl)c1ccccc1	-1
65	Nc1cc(-c2ccco2)no1	4
66	COC(=O)c1ccc(C(=O)OC)c(NC(=S)N2CCN(C(=O)C3CCCO3)CC2)c1 (stereo unspecified)	0
67	COc1ccc(-c2nc3n(n2)C(c2cccnc2)C(C(N)=O)=C(C)N3)cc1 (stereo unspecified)	3
68	COc1ccc(NC(=S)N2CCN(c3ccc4c(c3)C3CCN(C(=O)OCc5ccccc5)C4C3)CC2)c(OC)c1 (stereo unspecified)	-6
69	O=S(=O)(c1ccccc1)c1nc(Nc2ccccc2N2CCOCC2)sc1Cl	-3
70	O=C(CC1NC(=O)NC1=O)NC1(C(=O)NC2CCCCC2)CCCCC1 (stereo unspecified)	1
71	COc1ccc(CN2CCC(=O)N([C@H](CO)c3ccccc3)CC2)cc1	-2
72	CCN1C(=O)[C@H]2[C@@H](c3ccc(-c4ccc(F)cc4)c(OC)c3)N3CCCC[C@@]3(C(=O)OC)[C@H]2C1=O	7
73	O=C(Cn1sc2ccccc2c1=O)Nc1ccccc1	-2
74	Cc1n[nH]c(C)c1S(=O)(=O)NC(C)Cc1ccccn1 (stereo unspecified)	1
75	CCn1c(=O)n(CC)c2cc(NC(=O)CSc3ccc([N+](=O)[O-])cn3)ccc21	0

# Further entries.
item	Molecule	TbREL1 inh
76	COCCCNC(=S)N1CCCC(c2nc3cc(C)c(C)cc3[nH]2)C1 (stereo unspecified)	-5
77	CCNC(=S)NNC(=O)c1csc2ccccc12	-2
78	Cc1noc(/C=C/c2ccco2)c1S(=O)(=O)N1CCC(C(=O)N(C)Cc2ccccc2)CC1	-3
79	Cc1c(C=O)c2ccccn2c1C(=O)c1ccccc1Cl	6
80	Cc1onc(-c2ccccc2Cl)c1C(=O)N1CCN(c2ncccn2)CC1	-1
81	CCSc1nc(C)c(C(C)=O)cc1C#N	4
82	CC(=O)N1CCN(C(=O)c2cc(S(=O)(=O)Nc3ccc(S(C)(=O)=O)cc3)ccc2Cl)CC1	-4
83	CCCCOC(=O)Nc1nnc(CCOCC)s1	-2
84	Cc1cccc(NC(=O)c2nc[nH]c2C(=O)NCCN(CCNC(=O)c2[nH]cnc2C(=O)Nc2cccc(C)c2)CCNC(=O)c2[nH]cnc2C(=O)Nc2cccc(C)c2)c1	-1
85	O=C(c1cccnc1)N1CCN(Cc2cccc(Br)c2)CC1	11*
86	CCN(C(=O)CSc1nnc(-c2cccc(Cl)c2)n1N)c1c(N)n(Cc2ccccc2)c(=O)[nH]c1=O	3
87	COc1ccc(S(=O)(=O)N2CCCC2CNC(=O)C(=O)NC2CC2)cc1 (stereo unspecified)	0
88	Cc1nc(SCc2nc3c(C)cccc3[nH]2)c2oc3ccccc3c2n1	2
89	COc1nc(N2CCCCCC2)nc(N2CCCCCC2)n1	2
90	CCOC(=O)c1ccc(NC(=O)Nc2ccc(S(N)(=O)=O)cc2)cc1	1
91	COc1ccc(-c2c(=O)n(OCc3ccccn3)c3ccccc3[n+]2[O-])cc1OC	-1
92	CC1CCC2(CC1)CCC2NCc1ccc(Cl)cc1 (stereo unspecified)	-3
93	Cc1nc2ncnn2c(C)c1CCC(=O)Nc1csc(N)n1	8
94	CC1CCN(C(=S)Nc2ccc3nc4n(c(=O)c3c2)CCCCC4)CC1	-4
95	C#CCOCCOCCOCCNc1nc(N2CCN(C(=O)[C@H](CCCN=C(N)N)n3cc(C(N)[C@H](C)CC)nn3)CC2)nc(N2CCN(C(=O)[C@H](CC(N)=O)n3cc(C(N)[C@@H](C)CC)nn3)CC2)n1 (stereo partly specified)	10
96	CC1CCN(c2ccc3c(c2)S(=O)(=O)c2cccc(C(=O)NCc4ccc(F)cc4)c2C3=O)CC1	-1
97	Cc1nnc(-c2ccccc2)nc1N1CCOCC1	5
98	O=C(CSc1nc2ccccc2n1-c1ccccc1)NCC1CCCO1 (stereo unspecified)	-4
99	Cc1cc(-c2ccccc2)n2ncc(C#N)c2n1	9
100	O=C(CNc1cc(S(=O)(=O)N2CCCC2)ccc1OCC(F)(F)F)Nc1ccc(SC(F)F)cc1	7

# Along the list, quoted from above:
# Nos. 86–91 in TbREL1 inh: 3, 0, 2, 2, 1, -1

# More results follow.
item	Molecule	TbREL1 inh
101	COc1ccc(C(=O)N2CCC[C@@H]2C(=O)N2CCC[C@@H]2C(=O)NCc2ccccc2)cc1F	2
102	Cc1ccc(S(=O)(=O)N2CCOCC2)cc1C(=O)Nc1ccc(-c2cn3ccsc3n2)cc1	-2
103	CCNC(=S)/N=C(\N)Nc1nc(C)c2cc(C)ccc2n1	-4
104	Cn1ccc2cc(-c3ccc4ncnc(NCc5cccs5)c4c3)ccc21	3
105	Cc1ccccc1CS(=O)(=O)c1cn(CC(=O)N2CCOCC2)c2ccccc12	-4
106	COc1ccc(OC)c(S(=O)(=O)Nc2ccccc2O)c1	-1
107	Nn1c(SCC(=O)Nc2cc(C(F)(F)F)ccc2Cl)nnc1-c1n[nH]c2c1CCC2	0
108	C=Cc1ccc(C(=O)N(Cc2ccc(F)cc2)C(C(=O)N(C)C2CCCC2)c2ccc(OC)c(OC)c2)cc1 (stereo unspecified)	-3
109	CC1CCN(S(=O)(=O)c2ccc3c(c2)oc(=O)n3CC(=O)NCc2ccc3c(c2)OCO3)CC1	-6
110	Clc1ccc2nc(C3CCCCC3)c(Cc3ccccc3)n2c1	4
111	COC(=O)[C@@H]1C[C@@]2(O)[C@@H](O)[C@@H](O)[C@@H](O)C[C@H]2N1Cc1ccc(C)s1	3
112	CCOC(=O)C(C)Sc1nc(-c2ccco2)cc(C(F)(F)F)c1C#N (stereo unspecified)	-2
113	CCCc1cc(=O)[nH]c(SCC(=O)Nc2cccc(S(=O)(=O)N3CCOCC3)c2)n1	-1
114	Clc1ccc(CSc2cc3c(nn2)-c2ccccc2CC3)cc1Cl	2
115	CCCn1c(CCNc2nc(-c3cccc(Br)c3)cs2)nc2ccccc21	-5
116	CCC(NC(=O)Nc1ccc(O)cc1)(C(F)(F)F)C(F)(F)F	5
117	Cc1cc(=O)oc2cc(OCC(=O)N3CCc4ccccc4C3)ccc12	0
118	COc1ccccc1C(=O)Nc1nnc(SCC(=O)Nc2ccc3c(c2)oc2ccccc23)s1	5
119	COc1cccc(NC(=O)CN2C(=O)NC3(CCCc4ccccc43)C2=O)c1 (stereo unspecified)	-1
120	CCC(C)[C@H](NC(=O)CCn1nnc2ccccc2c1=O)C(=O)O (stereo partly specified)	0
121	CCCOP(=O)(c1ccccc1)c1ccccc1	-1
122	COc1cc(CC(NC(C)=O)C(=O)NC2CCN(C(=O)c3ccc(C)cc3)CC2)cc(OC)c1 (stereo unspecified)	-1

# Sorted by molar mass (rising): 3 of the compounds above.
item	Molecule	TbREL1 inh
110	Clc1ccc2nc(C3CCCCC3)c(Cc3ccccc3)n2c1	4
33	Cc1ccc(NC(=O)c2c(C(F)(F)F)nn(C)c2Cl)cc1C	-2
8	COC(=O)[C@@]12CCCCC3=C1N(CCC3)C(=O)[C@H]2CC(=O)NCC1CCCCC1	-3
